Source: PubChem BioAssay (several laboratories)
hgDAF-12 ag: hgDAF-12 agonism, primary luciferase screen; HEK293 GAL4-hgDAF12 UAS-luciferase reporter, agonist luminescence; normalized to butyrate control; activation, % at 6.8 µM; 370,000 compounds, 1.8% hits;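 active = activation above a cutoff set at the mean of all screened compounds plus 3 SD, cut at about 10% in these data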;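 note: 0% = DMSO wells and 100% = sodium butyrate wells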
Rev-erbA mod: modulators of human Rev-erb alpha DNA binding | 370,000 compounds, 0.79% hits | Rev-erbα–FITC-DNA binding, fluorescence polarization, 90 min | AID 1259318 | activity, % at 10 µM | P20393;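 active = activity above about 14%, limit read from the data; passing the limit was not always enough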;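 note: 0% = DMSO wells with 35 nM protein and 100% = DMSO wells with 750 nM protein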
Target sequence (P20393 whole entry, looked up): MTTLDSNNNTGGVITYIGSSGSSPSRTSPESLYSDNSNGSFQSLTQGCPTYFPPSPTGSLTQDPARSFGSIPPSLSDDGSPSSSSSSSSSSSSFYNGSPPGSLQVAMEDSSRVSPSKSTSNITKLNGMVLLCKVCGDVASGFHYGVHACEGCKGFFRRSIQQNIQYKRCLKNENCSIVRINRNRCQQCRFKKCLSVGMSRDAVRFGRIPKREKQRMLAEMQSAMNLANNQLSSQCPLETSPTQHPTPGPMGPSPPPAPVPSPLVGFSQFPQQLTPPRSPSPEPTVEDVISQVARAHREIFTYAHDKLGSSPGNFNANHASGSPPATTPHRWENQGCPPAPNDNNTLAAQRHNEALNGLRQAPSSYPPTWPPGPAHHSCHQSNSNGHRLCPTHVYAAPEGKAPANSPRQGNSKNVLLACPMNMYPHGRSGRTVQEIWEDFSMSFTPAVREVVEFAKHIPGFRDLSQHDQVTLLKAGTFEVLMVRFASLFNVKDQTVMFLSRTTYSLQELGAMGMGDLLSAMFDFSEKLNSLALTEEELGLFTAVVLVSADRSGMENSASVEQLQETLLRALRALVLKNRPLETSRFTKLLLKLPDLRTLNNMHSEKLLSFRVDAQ
SMARCA2 act: activators of SMARCA2 function; MG213 cells, MMTV-luciferase reporter, dexamethasone, overnight; activation, % at 9.1 µM; 370,000 compounds, 1% hits; AID 652017; in the data active = activation above about 7.8%;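 note: 0% = vehicle wells and 100% = reference activator wells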
ssDAF-12 act: S. stercoralis DAF-12 activation, primary screen | HEK293 ssDAF-12/GRIP1 lit1-tk-luc reporter, luminescence; % of 3 µM dafachronic acid response | 370,000 compounds, 1% hits | activation, % at 6.8 µM;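 active = activation above the mean over all tested compounds plus 3 SD, cut at about 0.9% in these data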;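 note: 0% = DMSO-only wells and 100% = 3 µM delta7-dafachronic acid wells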
DAX1 inh-1: blocks DAX1 repression of SF-1 activated StAR promoter. HEK293T StAR-luciferase reporter, SF-1/DAX-1 repression relief. inhibition, % at 6.8 µM. 370,000 compounds, 1.1% hits. AID 652010;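 active = inhibition above the mean over all tested compounds plus 3 SD, cut at about 3.6% in these data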;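 note: 0% = DAX-1 cells with DMSO and 100% = cells lacking DAX-1 with DMSO; higher inhibition means more luminescence from relief of DAX-1 repression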
DAX1 inh-2: NR0B1 (DAX1) inhibition. HEK293 Gal4-DAX1 luciferase reporter, luminescence. P51843. inhibition, % at 6.75 µM. 340,000 compounds, 0.99% hits. AID 504766;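 active = inhibition above the mean over all tested compounds plus 3 SD, cut at about 4.2% in these data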;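 note: 0% = DAX1-transfected cells with DMSO and 100% = empty-vector control cells with DMSO; inhibition shows as a rise in luminescence from relieved DAX1 repression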
Target sequence (P51843 207-470 limits assumed): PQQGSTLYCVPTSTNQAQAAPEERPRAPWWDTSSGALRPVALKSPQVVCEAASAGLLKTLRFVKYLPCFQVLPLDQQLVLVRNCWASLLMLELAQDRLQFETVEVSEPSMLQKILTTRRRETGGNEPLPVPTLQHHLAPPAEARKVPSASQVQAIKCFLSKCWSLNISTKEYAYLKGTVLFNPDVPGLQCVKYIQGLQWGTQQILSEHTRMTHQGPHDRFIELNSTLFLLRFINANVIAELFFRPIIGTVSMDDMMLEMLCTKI
ADAM17 inh: inhibitors of human ADAM17 | P78536 | 370,000 compounds, 0.83% hits | AID 720648 | recombinant ADAM17, EDANS/DABCYL FRET peptide cleavage | inhibition, % at 6.95 µM;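 active = inhibition above the mean of compounds lying between control limits plus 3 SD, set per campaign, cut at about 8.5% in these data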;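 note: 0% = DMSO-only wells as the low control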
hcDAF-12 act: activates DAF-12 receptor from parasite H. contortus. HEK293 hcDAF-12 lit1-tk-luc reporter, luminescence; 0% DMSO, 100% Δ7-dafachronic acid. activation, % at 6.8 µM. 370,000 compounds, 1.4% hits;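 active = activation above the mean of all tested compounds plus 3 SD, cut at about 5.5% in these data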;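 note: 100% = response to 3 µM Δ7-dafachronic acid high control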
PLC-beta3 inh: inhibitors of human phospholipase C beta3; AID 720704; 370,000 compounds, 0.18% hits; Q01970; Purified PLC-beta3, fluorogenic substrate, fluorescence; inhibition, % at 12.2 µM; in the data active = inhibition above about 11%;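 note: 0% = median of compound wells on plate and 100% = full blocker control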
PLCg1 inh: blocks human PLC-gamma1 enzyme activity; P19174; purified PLC-gamma1, fluorogenic substrate, fluorescence; inhibition, % at 12.2 µM; 370,000 compounds, 0.84% hits; in the data active = inhibition above about 9.5%
MBD2 inh: inhibitors of human MBD2 binding to methylated oligonucleotide. TR-FRET. inhibition, % at 4.4 µM. 370,000 compounds, 0.31% hits; in the data active = inhibition above about 13%
* hit, by the source's call; . = no result given.

SMILES | hgDAF-12 ag | Rev-erbA mod | SMARCA2 act | ssDAF-12 act | DAX1 inh-1 | DAX1 inh-2 | ADAM17 inh | hcDAF-12 act | PLC-beta3 inh | PLCg1 inh | MBD2 inh
O=C(COC(=O)c1cccs1)NCc1ccc2c(c1)OCO2 | 1.3 | -2.3 | -1.8 | -0.9 | 0.1 | 0.8 | 4.7 | 1.4 | 1.9 | 10.4* | -10.1
CC(C)(C)OC(=O)NCCCC[C@@H](C(=O)NCCCCCCCCCCC(=O)N1CCN(C(=O)OC(C)(C)C)CC1)n1cc(CCCC(=O)O)nn1 | 2.2 | -5.8 | 1.4 | -1.4 | -0.6 | -0.5 | -2.2 | -0.4 | -3.5 | -1.9 | -1.1
CC(=O)N1c2c(ccc3ccccc23)C(C)CC12CCCCC2 (stereo not given) | -0.3 | 3.1 | -0.4 | -1.4 | -0.2 | 0.2 | -2.7 | -1.7 | -5.6 | -7.0 | 0.0
CC(=O)Nc1ccc(S(=O)(=O)Oc2ccc(N3C(=O)C4CCCCC4C3=O)cc2)cc1 (stereo not given) | -3.5 | -4.5 | -5.8 | -2.3 | -2.4 | -2.3 | -2.6 | -3.7 | -1.1 | 0.9 | 1.0
O=C(NCc1ccco1)c1ccc(Cn2c(=O)c3ccccc3n(Cc3cccc(Cl)c3)c2=O)cc1 | 0.7 | 1.0 | 1.1 | -1.4 | -0.8 | 0.2 | 1.9 | -1.3 | 0.6 | 3.2 | -0.5
CCOC(=O)CC1C(=O)NCCN1S(=O)(=O)c1ccc(Cl)cc1 (stereo not given) | -0.5 | 2.5 | -2.1 | -1.1 | 0.0 | 0.3 | -5.3 | -1.7 | -1.3 | -1.6 | -1.6
Clc1cccc(CNc2ccn3nc(-c4ccccc4)cc3n2)c1 | 7.7 | 4.8 | -0.2 | -1.1 | 1.6 | . | -30.8 | 3.0 | -78.1 | -62.3 | -3.4
Cc1sc(NC(=O)c2ccccc2)c(C(=O)N2CCN(C)CC2)c1C | -1.7 | -0.6 | -3.2 | -1.3 | 0.4 | 1.4 | 1.0 | -0.7 | -1.4 | 3.6 | -0.3
Cc1cccc(CC2SC(N3CCN(c4ccccc4)CC3)=NC2=O)c1 (stereo not given) | 1.3 | 3.5 | -3.3 | -1.0 | 1.1 | -2.0 | 2.0 | -1.7 | 0.0 | -3.6 | 2.0
Cc1ccc(C(=O)OCC(=O)NCCc2ccc(S(N)(=O)=O)cc2)o1 | -0.9 | -2.9 | 2.0 | -1.9 | -0.3 | 0.8 | -1.9 | 0.9 | 0.8 | -2.9 | -4.0
O=CN1CCN(S(=O)(=O)c2ccc(Cl)c(C(=O)O)c2)CC1 | -0.3 | -5.8 | -1.4 | -0.4 | 0.5 | 0.2 | 0.0 | -0.8 | -1.7 | -0.3 | -1.2
CCOc1ccc(CCNC(=O)COC(=O)c2ccc(F)c(S(=O)(=O)N3CCOCC3)c2)cc1OCC | 0.8 | -2.3 | 1.6 | -0.7 | -5.0 | -0.8 | 1.9 | 0.5 | -3.4 | 9.1 | -4.9
O=C(COC(=O)c1ccc(O)cc1O)Nc1nnc(-c2ccccc2)o1 | 0.9 | -2.3 | -2.2 | -1.5 | 2.1 | 1.2 | -1.4 | -1.3 | -11.1 | -4.4 | 8.4
Cc1nc(C(C)NC(=O)CCc2nnc(CCCc3ccccc3)o2)c(C)s1 (stereo not given) | 13.2* | 4.2 | 5.2 | 0.5 | 1.2 | -0.3 | -4.4 | 1.9 | -1.9 | 0.4 | 6.1
CC12CCC(C(=O)N(CSC(=S)N/N=C\c3ccccc3O)C1=O)C2(C)C (stereo not given) | 2.0 | 3.9 | 1.6 | -1.4 | -0.8 | 0.0 | 7.2 | -1.1 | -5.6 | -8.7 | -3.7
Cc1ccc(F)cc1NCC(=O)Nc1ccc(Br)cc1 | 9.3 | 2.3 | 1.4 | -0.5 | 1.1 | -0.7 | 3.8 | 4.7 | 1.3 | 3.0 | 0.4
Cc1occc1-c1nnc(SCC(=O)NCC2CCCO2)n1C (stereo not given) | -0.4 | 0.5 | 0.2 | -1.1 | -0.2 | 0.6 | -4.2 | -2.2 | 1.0 | -2.9 | -1.1
Cc1ccc(C)c(NC(=O)C2C3CCCC2C3c2ccccc2)c1 (stereo not given) | 1.1 | -1.8 | -1.3 | -0.9 | 0.7 | 0.5 | -3.3 | -2.0 | 1.7 | -2.3 | -1.6
COC(=O)C(C)Nc1cccc(Br)c1 (stereo not given) | -0.9 | -5.1 | -0.9 | -1.7 | 0.5 | -0.5 | -5.2 | -0.3 | -4.5 | 1.7 | -2.4
CC(C)NC(=O)CSc1nnc(CNC(=O)OC(C)(C)C)n1C | 0.0 | -2.0 | -2.4 | 0.0 | -0.2 | 1.3 | -1.2 | -0.1 | -5.2 | 3.0 | -3.2
O=C(Nc1cc(Br)ccc1O)c1cc(-c2ccc3c(c2)OCO3)on1 | 4.7 | -2.5 | 4.2 | -0.4 | 0.5 | 5.7* | -6.0 | 5.3 | -3.6 | 2.4 | 6.5
CN(C(=O)CSc1nnc(-c2ccc(F)cc2)n1C)C1CCS(=O)(=O)C1 (stereo not given) | -0.7 | -1.8 | -0.2 | -1.2 | 0.8 | 0.6 | -2.9 | 0.9 | -4.7 | 0.6 | 1.2
CC(=O)N1CCOc2ccc(S(=O)(=O)N3CCC(C(=O)Nc4ccccc4F)CC3)cc21 | -2.5 | 2.9 | -1.5 | -1.3 | -0.3 | 0.4 | -3.1 | -1.8 | -2.7 | 2.0 | 4.2
Cc1cccc(NCc2ccccc2O)n1 | 2.0 | 8.4 | -2.6 | -1.4 | 0.1 | 0.7 | 0.7 | -0.9 | 7.5 | 4.1 | 0.2
Cc1c(C(=O)N2CCCc3ccccc32)sc2nc(-c3ccccc3)cn12 | 4.4 | -4.3 | -2.4 | -0.8 | 0.1 | -1.5 | -7.0 | 2.7 | -8.0 | 7.1 | 6.7

Next section
SMILES | hgDAF-12 ag | Rev-erbA mod | SMARCA2 act | ssDAF-12 act | DAX1 inh-1 | DAX1 inh-2 | ADAM17 inh | hcDAF-12 act | PLC-beta3 inh | PLCg1 inh | MBD2 inh
CC(=O)N1CCN(c2nc(-c3cccs3)nc3ccccc23)CC1 | -1.9 | 4.6 | 4.0 | -1.9 | -4.0 | -0.9 | -1.7 | -0.5 | -31.2 | -23.4 | 4.1
C#CCNC(=O)C[C@H]1C(=O)N(CCCOC)C2=CCCCC[C@]21C(=O)OC | -2.6 | 4.0 | -3.4 | -0.9 | 0.1 | . | 4.2 | 0.8 | 7.7 | 8.9 | -2.5
COc1cccc(-c2c(-c3cc(OC)cc(OC)c3)n(C)c3ccc(-c4cnc(OC)nc4)cc23)c1 | 0.0 | 11.7 | -0.3 | -1.0 | -0.4 | 0.4 | -0.6 | -2.0 | -0.8 | 2.4 | -2.2
Cc1nccn1CCc1n[nH]c(=S)n1Cc1ccccc1 | 0.3 | -6.6 | -0.6 | -1.6 | -1.4 | 1.4 | -3.4 | -0.1 | 0.1 | 0.7 | -2.8
COCCNC(=O)C1CCCN(C(=O)c2sc(-c3ccccc3)nc2C)CC1 (stereo not given) | -1.4 | 2.6 | 1.4 | -0.4 | -0.3 | . | -3.6 | -2.2 | -0.9 | 0.3 | 0.9
Cc1cccc(NC(=O)NNC(=O)c2ccc(C)c([N+](=O)[O-])c2)c1 | -2.7 | -4.0 | -1.3 | -1.5 | 0.6 | 2.4 | -1.1 | -1.8 | 0.2 | 1.2 | -3.7
CC(C)CNC(=O)OCc1cn(Cc2cccc(F)c2F)nn1 | 0.1 | 4.0 | 0.8 | -0.6 | 0.8 | . | -7.7 | -0.3 | 0.4 | -0.5 | 3.0
O=C(CN1C(=O)NC2(CCCCC2)C1=O)N1CCN(S(=O)(=O)c2cccc([N+](=O)[O-])c2)CC1 | -1.3 | 0.7 | -1.6 | -0.5 | -0.4 | -0.8 | -1.8 | -2.3 | -3.0 | 6.6 | 2.8
O=S(=O)(Nc1cc(F)ccc1F)c1cccc2nonc12 | -1.0 | 1.4 | 0.4 | -0.7 | -0.1 | 0.7 | 1.9 | 0.5 | -1.7 | 1.1 | -1.9
COc1ccc(NS(=O)(=O)c2cc(NC(=O)CCNC(C)=O)ccc2N2CCOCC2)cc1 | 2.6 | 5.8 | -2.1 | -1.4 | -0.4 | -0.2 | -4.9 | 1.2 | -3.2 | 3.3 | -1.7
CC(NC(=O)/C=C/c1ccc(Br)cc1)c1ccc(Cl)cc1 (stereo not given) | 2.5 | -1.7 | -1.3 | -1.7 | 0.1 | -0.3 | 2.7 | 0.6 | -0.9 | -0.6 | -2.1
O=C(Nc1ccc(F)cc1F)Nc1ccc(F)cc1F | -3.3 | -2.7 | 1.3 | -1.7 | -0.1 | -1.9 | 2.4 | -2.2 | 1.2 | 1.7 | 2.0
CCOc1ccccc1NC(=O)COC(=O)C(Cc1ccccc1)NC(=O)c1ccco1 (stereo not given) | 0.8 | -1.9 | 1.2 | -1.3 | -0.7 | 0.4 | 1.5 | -0.6 | -7.3 | -1.0 | -3.8
O=[N+]([O-])c1nn(-c2ccc3c(c2)OCCO3)n(O)c1=NC1CCCCCC1 | -1.6 | 5.3 | 0.7 | -1.9 | -1.6 | -1.3 | 2.9 | -1.7 | 4.1 | 3.9 | -4.8
Nc1ncccc1OCc1cccc(C(F)(F)F)c1 | 4.2 | -0.8 | -0.8 | -1.5 | -3.1 | -0.9 | -2.5 | -0.8 | -8.3 | -1.1 | 0.1
CCC1(c2ccccc2)NC(=O)N(CC(=O)NNC(=O)CCN2CCN(c3ccccc3)CC2)C1=O (stereo not given) | -0.6 | -3.5 | 5.0 | -1.6 | -0.6 | 0.1 | -3.0 | -1.8 | -3.0 | 0.2 | -2.3
CCN(CC)CCNC(=O)C(C(=O)c1ccccc1)n1ccccc1=O (stereo not given) | -0.7 | 0.9 | -3.1 | -0.7 | -0.3 | 0.6 | -3.8 | 1.7 | 2.6 | 1.7 | 3.1
COc1ccc(S(=O)(=O)n2cnc3ccccc32)cc1OC | 1.9 | -1.0 | 0.8 | -1.8 | -0.2 | 0.5 | 1.0 | -1.6 | -2.5 | 1.6 | 0.9
NC(=O)c1ccc(NC(=O)CCc2nc3ccccc3s2)cc1 | 4.1 | 0.6 | -1.3 | 0.0 | 0.0 | 1.8 | -2.8 | 4.6 | -11.2 | -11.2 | -0.7
C=CCc1cccc2cc(C(=O)N3CCN(c4ccccn4)CC3)c(=O)oc12 | -0.1 | 5.6 | -3.9 | -1.3 | 0.4 | 0.1 | -2.2 | -2.2 | -12.7 | -8.2 | 4.2

In a second layout: results already given
Molecule,hgDAF-12 ag,Rev-erbA mod,SMARCA2 act,ssDAF-12 act,DAX1 inh-1,DAX1 inh-2,ADAM17 inh,hcDAF-12 act,PLC-beta3 inh,PLCg1 inh,MBD2 inh
O=[N+]([O-])c1nn(-c2ccc3c(c2)OCCO3)n(O)c1=NC1CCCCCC1,-1.6,5.3,0.7,-1.9,-1.6,-1.3,2.9,-1.7,4.1,3.9,-4.8
Nc1ncccc1OCc1cccc(C(F)(F)F)c1,4.2,-0.8,-0.8,-1.5,-3.1,-0.9,-2.5,-0.8,-8.3,-1.1,0.1
CCC1(c2ccccc2)NC(=O)N(CC(=O)NNC(=O)CCN2CCN(c3ccccc3)CC2)C1=O (stereo not given),-0.6,-3.5,5.0,-1.6,-0.6,0.1,-3.0,-1.8,-3.0,0.2,-2.3
CCN(CC)CCNC(=O)C(C(=O)c1ccccc1)n1ccccc1=O (stereo not given),-0.7,0.9,-3.1,-0.7,-0.3,0.6,-3.8,1.7,2.6,1.7,3.1
